Compound activity as filed in PubChem BioAssay.
ALDH1A1 block: ALDH1A1 (human) enzyme inhibition; Purified ALDH1A1, NADH fluorescence, propionaldehyde substrate; Potency, µM (highest dose often 75.3 µM), for inactives: at the highest dose activity, negative = inhibition, hits mostly inhibitors; 220,000 compounds, 7.3% hits; AID 1030; active = well fitted inhibition curve with a large enough effect, not every such curve was filed as active; inconclusive = small, poorly fitted or top-dose-only effect, or another doubt; inactive = no such curve, though single readings can be large or run the other way;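 note: plate controls were no enzyme wells and a reference inhibitor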
Target sequence (P00352 whole entry, looked up): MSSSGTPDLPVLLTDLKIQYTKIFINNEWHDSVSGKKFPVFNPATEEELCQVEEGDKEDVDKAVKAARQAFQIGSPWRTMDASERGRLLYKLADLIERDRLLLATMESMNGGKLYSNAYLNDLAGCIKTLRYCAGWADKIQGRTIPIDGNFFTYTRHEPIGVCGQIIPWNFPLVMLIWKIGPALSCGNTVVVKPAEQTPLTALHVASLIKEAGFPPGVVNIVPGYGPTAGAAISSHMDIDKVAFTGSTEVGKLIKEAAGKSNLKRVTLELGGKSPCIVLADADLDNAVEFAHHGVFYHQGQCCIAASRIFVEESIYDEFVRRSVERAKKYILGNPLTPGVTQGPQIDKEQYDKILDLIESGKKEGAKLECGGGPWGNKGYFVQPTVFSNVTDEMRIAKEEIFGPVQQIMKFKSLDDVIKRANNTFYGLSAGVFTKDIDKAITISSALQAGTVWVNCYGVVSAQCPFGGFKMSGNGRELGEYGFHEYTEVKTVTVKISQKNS
Tau fluor counter: counter-screen for tau fibril formation inhibitors; Potency, µM (top dose mostly 57.7 µM), for inactives: at the top dose activity change, negative = decrease; 280,000 compounds, 0.93% hits; tau K18 P301L Alexa594 fluorescence, heparin fibrillization; note: % is set by controls: 0 for no effect and ±100 for the full control effect; nearly all actives have a fitted effect of over 55% in size
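Human tau K18 P301L (15 uM unlabeled, 0.24 uM Alexa 594-labeled) in 100 mM sodium acetate pH 7 with 20 uM heparin, 6 hr at 37 C. ThT 30 uM added, 1 hr ambient; Alexa 594 FP and total fluorescence read at 555/632 nm.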
JMJD2E inh: blocks human JMJD2E demethylase activity; JMJD2E catalytic domain, FDH-coupled NADH fluorescence (FDH is formaldehyde dehydrogenase); B2RXH2; AID 2147; 230,000 compounds, 1.6% hits; Potency, µM (titrated, usually from 57.1 µM), inactives show at the highest dose activity change, negative = inhibition, most hits filed as inhibitors; active = well fitted inhibition curve with a large enough effect, not every such curve was filed as active; inconclusive = small, poorly fitted or top-dose-only effect, or another doubt; inactive = no such curve, though single readings can be large or run the other way;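 note: 0% = wells with enzyme and -100% = buffer wells without enzyme; nearly all actives have a fitted effect of over 50% in size; many of its hits are not listed in these tables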
Target sequence (B2RXH2 1-337 limits assumed): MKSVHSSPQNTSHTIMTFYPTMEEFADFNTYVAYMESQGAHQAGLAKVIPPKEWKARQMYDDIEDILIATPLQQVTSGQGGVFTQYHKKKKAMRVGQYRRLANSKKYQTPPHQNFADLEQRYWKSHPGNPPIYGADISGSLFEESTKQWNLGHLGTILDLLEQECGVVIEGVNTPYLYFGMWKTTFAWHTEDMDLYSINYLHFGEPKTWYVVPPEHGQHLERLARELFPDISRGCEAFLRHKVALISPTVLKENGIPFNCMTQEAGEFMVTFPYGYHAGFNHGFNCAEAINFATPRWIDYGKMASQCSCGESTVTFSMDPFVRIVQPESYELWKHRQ
Tau fibril ThT: blocks human tau fibril formation measured by thioflavin T; P10636; recombinant tau K18 P301L (four-repeat tau fragment), heparin-induced fibrillization, ThT fluorescence; Potency, µM (highest dose often 57.4 µM), for the others: at the top dose activity, negative = inhibition, usual class: inhibitors; 270,000 compounds, 2.1% hits; note: % is set by controls: 0 for no effect and ±100 for the full control effect; nearly all actives have a fitted effect of over 55% in size
Target sequence (P10636 561-689 P618L limits assumed): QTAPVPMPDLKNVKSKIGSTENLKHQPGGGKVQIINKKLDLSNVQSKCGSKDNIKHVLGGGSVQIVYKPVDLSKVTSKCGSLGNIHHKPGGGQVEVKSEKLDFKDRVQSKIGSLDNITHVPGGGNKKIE
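In this qHTS, human K18 P301L tau is incubated with compound and heparin for 6 hr at 37 C, and Thioflavin T fluorescence then reports fibril load.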
HTT aggregate: mutant huntingtin aggregation inhibition | PC12 HttQ103-GFP aggregates, Acumen cytometry, 40 h | Potency, µM (highest dose often 46.1 µM), for the others: at the highest dose activity change, negative = inhibition, hits mostly inhibitors | 220,000 compounds, 1.1% hits | AID 1688; note: % is set by controls: 0 for no effect and ±100 for the full control effect; nearly all actives have a fitted effect of over 60% in size
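Steps: seed 1500 PC12 HTTQ103-GFP cells/well; add tebufenozide, 100 nM final; add compound titration; add ATPLite reagent; quantify GFP aggregates by laser scanning cytometry.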
Tau fibril FP: tau fibrillization inhibition (FP); P10636; K18 P301L tau heparin fibrillization, Alexa594 FP, 6 h; Potency, µM (doses to about 57.7 µM), for the others: at the highest dose activity, negative = inhibition, most hits filed as inhibitors; 280,000 compounds, 0.39% hits; note: % is set by controls: 0 for no effect and ±100 for the full control effect; nearly all actives have a fitted effect of over 55% in size
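Human tau K18 […] P301L fragment, 15 uM unlabeled plus 0.24 uM Alexa 594-labeled tau (final), with compound and 20 uM heparin in 100 mM sodium acetate pH 7; 6 hr at 37 C, then Alexa 594 FP read.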
HTT ATP protect: Huntington cell model cytoprotection by ATP luminescence | 230,000 compounds, 0.14% hits | PC12 HTT-Q103 induced, cytoprotection, ATP luminescence, 40 h | Potency, µM (doses to about 56.4 µM), for inactives: cytoprotection (ATP increase), hits mostly activators;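 note: % of control where 0% means no effect; nearly all actives have a fitted effect of over 45% in size; toxic huntingtin expression switched on by the ecdysone agonist tebufenozide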
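Readout: ATPlite luminescence (ATP level). Model: stable PC12, inducible Htt exon1 Q103-GFP. Inducer: tebufenozide, 100 nM final. Compounds: dose series. No G418 in medium.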
SMN2 splice up: enhancers of SMN2 splice variant expression. HEK293 SMN2-luciferase splicing reporter, luminescence, 30-36 h. Potency, µM (titrated, usually from 46.1 µM), for the others: top-dose activity change, positive = activation, most hits filed as activators. 210,000 compounds, 2.8% hits. AID 1458; note: % of control where 0% means no effect; nearly all actives have a fitted effect of over 55% in size
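HEK293 cells carry an SMN2 […]–luciferase reporter in which exon 7 inclusion puts luciferase in frame. Cells were plated 10-12 h before compound addition, then incubated 30-36 h at 37C. ONE-Glo luminescence was read; sodium butyrate at 4.5 mM final served as control.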
* marks the source's active call; other numbers are inactive results; ? = inconclusive; . = not tested or not shown; & = joins results of further samples; [ ] = dose if it differs, or a comment. Unless noted, calls come from the whole dose curve; as a rule, active = well fitted curve in the direction sought with a large enough effect; inconclusive = small, poorly fitted or top-dose-only effect, or another doubt; inactive = no such curve, though single readings can be large; an effect the other way counts as inactive or inconclusive. Potency is the fitted concentration of half-maximal effect. This is a subset; count on the stated rates, not on these rows.

molecule,HTT aggregate,Tau fibril ThT,JMJD2E inh,ALDH1A1 block,SMN2 splice up,HTT ATP protect,Tau fibril FP,Tau fluor counter
COC(=O)c1ccc(NC(=O)Nc2ccc(F)cc2F)cc1,4%,9%,-12%,5%,20µM*,-13%,?,-10%
C=CCOc1ccc(CNn2cn[nH]c2=S)cc1OC,3%,-14%,2%,2%,16%,10%[10 µM],-4%,-6%
O=C(NCCn1cc(SCc2ccccc2F)c2ccccc21)c1c(F)cccc1F,-11%,?,-3%,?,-18%,.,-7%,?
O=C(Nc1nnc(-c2ccccc2SCc2ccccc2F)s1)Nc1ccccc1F,2%,4%,6%,-4%,18%,-36%,?,-21%
CC1(C)C2(Cl)C(Cl)C(Cl)C(Cl)(C(Cl)Cl)C1(Cl)C2Cl (stereo not given),.,4%,8%,-6%,-5%,.,-5%,-1%
CC(=O)Nc1cccc(OCc2ccc(F)cc2)c1,-7%,0%,10%,4%,8%,.,5%,1%
COc1ccc(CNc2nc3c(-c4ccccc4)nnn3c3ccccc23)cc1,.,16%,.,.,23%,.,-4%,-12%
Cn1c(=O)c2[nH]c(-c3ccccc3Cl)c(O)c2n(C)c1=O,-1%,4%,12%,-8%,?,-15%[10 µM],-4%,4%
O=C(C1CCC1)N1CCc2cc(S(=O)(=O)N3CCN(c4ccccn4)CC3)ccc21,1%,-11%,-16%,3%,-40%[inhibitor],2%,-4%,-12%
O=C(CSc1nnc(NC(=O)c2ccco2)s1)Nc1ccccc1F,19%[9.22 µM],-1%,3%,6%,10%,-53%,-1%,2%
O=C(Nc1ccccc1F)c1ccc(Cn2cc(Cl)cn2)cc1,-7%[9.22 µM],-2%,1%,?,?,-1%[10 µM],6%,6%
COc1ccc(S(=O)(=O)N2CCC(NC(=O)C(Cc3cccc(OC)c3OC)NC(C)=O)CC2)cc1 (stereo not given),-1%[9.22 µM],-5%,4%,-1%,.,18%[10 µM],-6%[2.34 µM],3%
CCOc1cc(NC(=S)NCCCN(C)C)c(OCC)cc1NC(=O)c1cccs1,-7%,-3%,8%,3%,1%,3%[10 µM],4%,-8%
CCCCCCCN1C=CC(=O)CC1,-1%[9.22 µM],5%,6%,.,.,6%[10 µM],6%,10%
COc1cccc(OCCCCSc2ncccn2)c1,-12%,-14%,2%,-4%,18%,-8%,-5%,-13%
Nc1c(-c2ccc(Cl)cc2)cnn1-c1cc(C(F)(F)F)cc(C(F)(F)F)c1,8%[9.22 µM],.,8%,.,.,12%[10 µM],-3%,-10%
CCS(=O)(=O)Nc1cc(C(=O)O)ccc1C,21%,-3%,-5%,4%,9%,-38%,-4%,2%
N/C(=N\OC(=O)c1ccc(F)cc1)c1nonc1N,0%,12%,2%,6%,11%,.,4%,1%
COc1cc(OC)cc(N2CCN(S(=O)(=O)c3ccc(-n4cnnn4)cc3)CC2)c1,.,7%,.,.,-2%,.,-3%,-8%
COc1cccc(CC2(CO)CCCN(Cc3cc(F)ccc3-n3cccn3)C2)c1 (stereo not given),-5%[9.22 µM],-4%,-14%,1%,.,-3%[10 µM],6%,9%[2.34 µM]
CCCCn1c2c(c(=N)c3c1CCC3)CCC2,?,0%,-5%,-4%,-43%[inhibitor],-28%[0.074 µM],-4%,-3%
CCCCN(C)S(=O)(=O)c1ccc(C(=O)N=c2sc3cc(NC(C)=O)ccc3n2C)cc1,-6%,12%,?,13%,-4%,1%[10 µM],7%,4%
CN(C)S(=O)(=O)c1ccc(C(=O)NCC(=O)N/N=C/c2ccco2)cc1,22%,-8%,-5%,?,19%,-5%[10 µM],1%,-4%
CC(C)(C)c1ccc(/C=C/C(=O)N2CCOCC2)cc1,3%,2%,3%,?,3.2µM*,-1%[0.074 µM],-2%,-2%

Two neighbouring entries out of the list so far:
molecule,HTT aggregate,Tau fibril ThT,JMJD2E inh,ALDH1A1 block,SMN2 splice up,HTT ATP protect,Tau fibril FP,Tau fluor counter
CC(=O)Nc1cccc(OCc2ccc(F)cc2)c1,-7%,0%,10%,4%,8%,.,5%,1%
COc1ccc(CNc2nc3c(-c4ccccc4)nnn3c3ccccc23)cc1,.,16%,.,.,23%,.,-4%,-12%

Other compounds
molecule,HTT aggregate,Tau fibril ThT,JMJD2E inh,ALDH1A1 block,SMN2 splice up,HTT ATP protect,Tau fibril FP,Tau fluor counter
COC(=O)c1ccc(CN(Cc2ccc(C(=O)OC)o2)C(C)(C)C)o1,1%,1%,5%,15%,17%,6%,1%,-2%
COC(=O)c1ccc(C23CC4(C2)[C@H](CN(C)[C@@H]4c2ccccc2)C3c2ccc(C(F)(F)F)cc2)cc1 (stereo not given in full),-23%[9.22 µM],-7%&-5%,3%&2%,-1%,-7%,-42%[inhibitor],1%&6%,-11%&2%
C=CCOc1ccc(/C(O)=C2\C(=O)C(=O)N(CCN(C)C)C2c2cccs2)cc1 (stereo not given),?,-24%,-1%,-6%,-5%,-1%,7%,-11%
NC(=O)c1ccc(N2CCC(C(N)=O)CC2)c([N+](=O)[O-])c1,-8%[9.22 µM],-10%,6%,11%,.,5%[10 µM],8%,3%
COC(=O)c1ccc(-c2noc(CN(Cc3ccncc3)CC3CCCO3)n2)cc1 (stereo not given),-13%[9.22 µM],7%,-7%,21%,.,-13%[10 µM],-15%,-25%
Cc1[nH]c2ccccc2c1C(=O)CN1C(=O)NC2(CC(C)CC(C)(C)C2)C1=O (stereo not given),12%,-17%,2%,10%,-11%,12%[10 µM],?,?
CC(C)(C)c1[nH]nc2c1C(c1ccncc1)C(C#N)=C(N)O2 (stereo not given),-2%,0%,-6%,?,-8%,-31%,-6%,3%
O=C(NCCc1c[nH]c2ccccc12)C(F)(F)C(F)F,2%,-9%,-1%,17%,-3%,-1%,3%,-3%
CCC(C)(C)C1CCc2c(sc(NC(=O)c3ccoc3C)c2C(N)=O)C1 (stereo not given),29%,-12%,-20%,?,-27%,-11%,-9%,-20%
CCOC(=O)N1CCN(C(=O)CSc2nnc(Cc3ccccc3)o2)CC1,-1%,5%,0%,-9%,-7%,-8%,4%,5%
CCCn1c(N2CCN(C(=O)N3CCCCC3)CC2)nc2ccccc21,0%,3%,-5%,?,22%,-6%[10 µM],-1%,5%
Cc1[nH]c2ccccc2c1CCO,?,-17%,2%,16%,2%,-26%[0.074 µM],-3%,-17%
CCOc1ccc(NC(=O)C2CCN(C(=O)NCc3ccccc3)CC2)cc1,-2%,3%,2%,10%,-2%,-1%,7%,9%
COc1ccc(N(C(=O)c2ccco2)C(C(=O)NC2CCCC2)c2cccs2)cc1OC (stereo not given),-3%,-8%,4%,-1%,16%,21%[1.9 µM],12%,2%
CCCc1nc2ccccc2c(=O)n1N,7%,3%,7%,-9%,-2%,-9%,-3%,-2%
CC1CCCc2sc3nc(N4CCN(CCO)CC4)n4ncnc4c3c21 (stereo not given),23%,-12%,-3%,-12%,13%,-30%[0.074 µM],9%,-1%
Cc1c(C(=O)N2CCN(c3ccc(C(F)(F)F)cn3)CC2)oc2ccccc12,-20%,-29%,-5%,?,-39%[inhibitor],1%[10 µM],-1%,-23%
COc1ccc(CC(C(=O)Nc2cc(C)ccc2C)/C(N)=N/O)cc1 (stereo not given),24%,13%,1%,0%,?,13%,-1%,1%
O=C(NC1CSCC1OC(=O)c1ccccc1)c1ccccc1 (stereo not given),1%[9.22 µM],-1%,8%,.,.,-3%[10 µM],3%,-5%
Cc1ccc(NC(=O)CCCN2C(=O)COc3ccc(C)cc32)c(Cl)c1,.,-13%,.,.,-7%,.,5%,-10%
COC(=O)c1sc(NC(=O)CSc2nnnn2-c2cccc(OC)c2)nc1C,?,-1%,11%,-2%,-13%,-15%[1.9 µM],?,-13%
COc1cc2c(cc1OC)-c1nncn1C(C)(C)C2,1%,-1%,-7%,?,.,14%,2%,-2%
N#Cc1ccc(CSc2nnc(NC(=O)C3CC(=O)N(c4ccc5c(c4)OCCO5)C3)s2)cc1 (stereo not given),14%,-3%,-6%,?,-14%,10%[1.9 µM],16%,-16%
COc1ccc(NC(=O)C2CCN(S(=O)(=O)c3cccc4cccnc34)CC2)cc1OC,-15%,-10%,-4%,4%,22%,5%[10 µM],-1%,-11%
CC(C)C(NC(=O)c1ccc(S(=O)(=O)N2CCOCC2)cc1)c1nc2ccccc2[nH]1 (stereo not given),-24%,1%,1%,4%,-9%,-17%,-9%,-4%
Fc1ccc(NC(=S)N2CCOCC2)cc1Cl,-11%,2%,8%,1%,-6%,?,-6%,-8%
COc1ccc(Cn2nnnc2C(c2cc3ccc(OC)cc3[nH]c2=O)N2CCC(C)CC2)cc1 (stereo not given),-18%,-8%,-7%,0.89µM*,-7%,-10%,6%,-15%
Cc1cc(-n2cnc(-c3cn(C)nc3C)n2)no1,-12%[9.22 µM],1%,7%,.,.,-11%[10 µM],8%,3%
O=C(O)CCn1cnc2onc(-c3ccccc3Cl)c2c1=O,.,-2%,.,.,-8%,.,?,-1%
CCn1c(NN)nc2sc3c(c2c1=O)CCC3,-6%,?,?,?,-11%,11%,-6%,?
CCC[N+]1(CC#CC2(O)CCCCC2)CCOCC1,6%,-8%,6%,1%,-3%,-22%,-7%,-7%
CC(C)CC(NC(=O)C(NC(=O)C(Cc1ccc(OCc2ccccc2)cc1)NC(=O)OC(C)(C)C)C(C)C)C(N)=O (stereo not given),13%,3%,10%,4%,1%,37%[10 µM],-3%,9%
O=C(N/N=C/c1cc(Cl)cc([N+](=O)[O-])c1O)C1CC1,17%[9.22 µM],16µM*,?,?,.,20%[10 µM],3%,-17%
COc1ccc(Nc2nnc(SC(C(=O)Nc3cc(C)ccc3C)c3ccccc3)s2)cc1 (stereo not given),-1%,-6%,-8%,-3%,-14%,.,?,?
Cc1ccccc1-n1nc(CO)c(C(=O)NCC(c2ccccc2)c2ccccc2)n1,.,-8%,.,.,-69%[inhibitor],.,-1%,-16%
